KCNQ2 inh: KCNQ2 potassium channel inhibitors, primary screen, cell-based, CHO-K1, FluxOR thallium flux, B-score (AID 2156). B-score at 10 µM. hit rate 1.1% among 310,000. Potassium voltage-gated channel subfamily KQT member 2 (Rattus norvegicus), O88943. 20 min; stronger effect = lower value;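 active means fluorescence ratio B-score at most minus 3 library SDs, with starting brightness B-score within 2 library SDs, cut at about -5.5 in these data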
Target sequence (O88943 whole entry, looked up): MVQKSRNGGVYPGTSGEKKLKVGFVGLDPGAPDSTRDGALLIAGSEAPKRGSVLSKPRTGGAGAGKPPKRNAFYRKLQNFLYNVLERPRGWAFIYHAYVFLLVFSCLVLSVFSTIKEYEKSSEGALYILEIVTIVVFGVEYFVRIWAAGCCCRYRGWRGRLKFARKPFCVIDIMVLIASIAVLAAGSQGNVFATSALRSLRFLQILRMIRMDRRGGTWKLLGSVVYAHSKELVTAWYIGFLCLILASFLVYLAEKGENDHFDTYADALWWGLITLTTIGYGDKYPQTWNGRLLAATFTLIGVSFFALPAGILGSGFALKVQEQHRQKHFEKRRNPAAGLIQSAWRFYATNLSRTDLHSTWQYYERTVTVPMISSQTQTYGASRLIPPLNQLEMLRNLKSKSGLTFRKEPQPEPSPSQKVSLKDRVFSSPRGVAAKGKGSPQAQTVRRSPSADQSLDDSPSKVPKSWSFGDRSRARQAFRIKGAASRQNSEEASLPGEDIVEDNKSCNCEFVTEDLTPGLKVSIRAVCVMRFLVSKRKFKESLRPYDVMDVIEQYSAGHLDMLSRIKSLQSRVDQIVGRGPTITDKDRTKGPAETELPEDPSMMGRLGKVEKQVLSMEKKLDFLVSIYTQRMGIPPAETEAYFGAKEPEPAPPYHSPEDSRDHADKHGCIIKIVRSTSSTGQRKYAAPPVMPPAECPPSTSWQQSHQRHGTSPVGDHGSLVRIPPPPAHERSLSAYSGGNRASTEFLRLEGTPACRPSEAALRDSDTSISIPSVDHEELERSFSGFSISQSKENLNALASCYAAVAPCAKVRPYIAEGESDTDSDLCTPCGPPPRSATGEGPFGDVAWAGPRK
Kir21 inh: inhibitors of mouse Kir2.1 inward-rectifier potassium channel; Inward rectifier potassium channel 2 (Mus musculus), P35561; HEK293-Kir2.1, FluxOR thallium flux fluorescence; stronger effect = lower value; B-score at 10 µM; hit rate 0.85% among 310,000; AID 1672, 2009;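 active means fluorescence ratio B-score at or below minus 3 SD of library scores, with starting-brightness B-score within 2 SD, cut at about -4.2 in these data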;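 further: channel flux triggered by added potassium and thallium sulfate stimulus; B-score of peak minus minimum fluorescence over baseline after thallium stimulus; more negative B-score means stronger Kir2.1 block with less thallium influx; some compounds called inactive have numbers as strong as hits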
Numbers without * were called inactive; i = inactive.

KCNQ2 inh	Kir21 inh	SMILES
i	0.96	N#CC1CCCc2c1[nH]c1ccc([N+](=O)[O-])cc21 (stereo unspecified)
i	1.3	Cn1c(SCC(=O)NC2CCCCC2)nnc1-c1cccnc1
i	-2.3	Cc1ccc2cc(CN(Cc3ccc4c(c3)OCO4)Cc3nnnn3Cc3ccco3)c(=O)[nH]c2c1C
i	0.84	CC(CN1CCCCC1)NC(=O)c1cc(-c2ccccn2)nc2ccc(Cl)cc12 (stereo unspecified)
i	-0.25	FC(F)Oc1ccc(NC(=S)NCc2ccccc2)cc1Cl
i	0.46	Cc1nccc2[nH]c(=O)c(C(=O)NC(C)CCc3ccccc3)cc12 (stereo unspecified)
i	0.47	CCc1nnc(NC(=O)CSc2ncc(-c3ccccc3)n2CC)s1
i	-0.1	CCNc1nc(NC(C)C)nc(Oc2ccc(/C=N/O)cc2)n1
i	0.13	NCC(O)CN1CCN(Cc2ccccc2)CC1 (stereo unspecified)
i	-0.02	Cc1ccc(NS(=O)(=O)c2ccc(OCC(=O)NCc3cccnc3)cc2)cc1
i	0.51	O=S(=O)(NCC1CCN(c2ccc(S(=O)(=O)N3CCOCC3)cc2)CC1)c1ccccc1
i	0.18	CCc1cc(C(=O)NNC(=S)NCc2ccccc2)cs1
i	1.2	CCCOc1ccc(C2C(C(=O)c3ccco3)=C(O)C(=O)N2CCN2CCOCC2)cc1OC (stereo unspecified)
i	-1.7	CN(C)c1ccc(N/C=C/C(=O)C(C)(C)C)cc1
i	-8.6*	OCC(Cc1ccccc1)Nc1c2ccccc2nc2ccccc12 (stereo unspecified)
i	1.6	CCOc1ccc(N2C(=O)C3C(c4ccccc4)=NN(c4ccccc4)C3C2=O)cc1 (stereo unspecified)
i	-0.38	Cc1ccc(-n2nnc3c(=O)n(CC(N)=O)cnc32)cc1
i	2.4	COc1ccc(Br)cc1/C=C/C(=O)Nc1ccc(C)cc1
i	-1.9	C=CCn1c(Cc2cccs2)nnc1SCC(=O)c1ccc(F)cc1
i	-0.62	COc1ccc(Cl)cc1NC(=O)CSc1nc(N2CCCCC2)nc(N2CCCCC2)n1
i	0.11	CCCCN1/C(=C/c2cccc[n+]2C)Sc2cc(NC(C)=O)ccc21
i	-1	Cn1c(CC(=O)Nc2ccccc2F)nnc1SCC(=O)Nc1nccs1
i	1.3	CCOP(=O)(OCC)C(Nc1cc(Cl)cc(Cl)c1)c1cccc(O)c1 (stereo unspecified)
i	0.86	CSc1nc2ccccc2s1
i	0.84	c1ccc(N2CC[N+]3(CCCC3)CC2)nc1

Kir21 inh: what is marked active above.
KCNQ2 inh	Kir21 inh	SMILES
i	-8.6*	OCC(Cc1ccccc1)Nc1c2ccccc2nc2ccccc12 (stereo unspecified)

Additional compounds.
KCNQ2 inh	Kir21 inh	SMILES
i	1.9	CC(C)Oc1ccc(S(=O)(=O)N2CCOCC2)cc1NC(=O)C(C)Oc1ccc(F)cc1 (stereo unspecified)
i	0.85	CCc1c(O)nc(SCc2nc3ccccc3c(=O)[nH]2)[nH]c1=O
i	1.3	CCCCCC(=O)Nc1ccc2ccccc2c1
i	-0.26	COc1ccc(C2Nc3ccccc3C(=O)N2c2ccc(C)cc2)cc1Cn1nc(C)c([N+](=O)[O-])c1C (stereo unspecified)
i	-0.41	CSc1nc(C)c(C(=O)Nc2ccccc2)c(C)c1C#N
i	0.09	O=C(O)c1ccc(NC(=O)c2ccccc2NC(=O)c2ccccc2Cl)cc1
i	-2.7	CN(C(=O)c1ccc2nc(N)sc2c1)c1ccccc1
i	2	O=c1c2ccccc2cnn1Cc1nnc(-c2cccs2)o1
i	-0.5	COc1cc(OC)cc(C(=O)Nc2cccc3ccccc23)c1
i	-1.1	CC(=O)C1=C(c2cccc([N+](=O)[O-])c2)N(C(C)=O)n2c(C)nnc2S1
i	0.05	CC(C)(C)NC(=O)c1ccc2c(c1)C1C3CCC(C3)C1C(c1ccccc1)N2 (stereo unspecified)
i	-0.19	O=C(c1ccco1)N1CCN(C2CCCC2)CC1
i	-2.6	Cc1ccc(/C=N/NC(=O)CSc2nnc(-c3ccccc3)n2-c2ccc(Cl)cc2)o1
i	0.94	Nc1nc2ccccc2n1C(=O)c1ccccc1
i	0.46	Nc1csnc1C(=O)O
i	0.54	COc1ccc(NC(=O)CSc2nnc3ccc(-c4cccnc4)nn23)cc1OC
i	0.74	CNC(=S)N(Cc1cccs1)Cc1cc2cc(OC)ccc2[nH]c1=O
i	0.57	COc1cccc(N2CCN(c3nc(C)cc(=O)[nH]3)CC2)c1
i	-0.54	O=C(Nc1ccccc1C(F)(F)F)c1ccccc1Br
i	-0.88	CCCNc1nc(Nc2ccc(C)c(Cl)c2)c2cnn(C)c2n1
i	-0.65	O=C(C1CC1)N1CCN(c2ccnc3cc(Cl)ccc23)CC1
i	0	CN(C)Cc1c(C(=O)N/N=C/c2cccnc2)nnn1-c1nonc1N
i	-1.6	COCCNC(=S)N(CCc1c(C)[nH]c2ccc(F)cc12)Cc1cccs1
i	-0.37	CCC(=O)N1c2ccccc2NC2=C(C(=O)CCC2)C1c1ccc(N(C)C)cc1 (stereo unspecified)
i	0.46	CN(CCO)c1cnccn1

(listing goes on)
KCNQ2 inh	Kir21 inh	SMILES
i	2.4	CC(C)(C)c1csc(NC(=O)c2ccccc2O)n1
i	0.6	COc1ccc(CNC(=O)N2CCN(S(=O)(=O)c3ccccc3)CC2)cc1
i	0.28	CCCOC(=O)c1c(NC(=O)CSc2nc(-c3ccco3)cc(C(F)(F)F)n2)sc(C(=O)OC)c1C
i	-0.72	CC(=O)Cc1nsc(Nc2cccc(C)c2)n1
i	-1.1	COc1ccc(C(=O)Nn2c(C)nc3ccccc3c2=O)cc1OC
i	-0.75	COc1ccc(C2(C)NC(=O)N(CC(=O)NCc3ccccc3)C2=O)cc1OC (stereo unspecified)
i	0	CCOc1cnn(-c2ccccc2)c(=O)c1Cl
i	0.01	COc1ccc(OC)c(S(=O)(=O)Nc2ccc(-c3ccc4nncn4n3)cc2)c1
i	-0.5	Cc1ccc(C(=O)O/N=C(\N)c2ccccn2)c(Cl)c1
i	0.4	Cc1c(N=Cc2c(O)n(Cc3ccco3)c(=O)c3ccccc23)c(=O)n(-c2ccccc2)n1C
i	0.58	COc1cccc2c1OCC(C(=O)Nc1nccs1)=C2
i	0.02	N#CCCN(C(=O)CSc1nc2nc(-c3cccs3)cc(C(F)(F)F)c2c(=O)[nH]1)c1ccccc1
i	-0.92	CN(C)c1ccc(NC(=O)N2CCOCC2)cc1
i	1.2	Nc1[nH]n2c(=O)cc(-c3ccccc3)nc2c1N=Nc1ccc(S(N)(=O)=O)cc1
i	-0.06	CN(C)C(CNC(=O)CCCN1C(=O)c2cccc3cccc(c23)C1=O)c1ccccc1 (stereo unspecified)
i	2.6	COc1ccc(OCCN2C(=O)c3cccc(N)c3C2=O)cc1
i	-2.9	O=C1CN(C(=O)COc2ccc(F)cc2Cl)c2ccccc2N1
i	-0.77	CCOCCCNC(=O)CN1C(=O)/C(=C\c2ccc(C)cc2)Sc2ccccc21
i	1.1	Cc1ccc(Nc2nnns2)cc1
i	1.9	COc1cccc(NC(=O)c2cnn(-c3ccccc3)c2C)c1
i	-0.44	COC(=O)Cc1ccc(NC(=S)NC2CC2)cc1
i	0.71	Cc1ccc2oc(=O)n(Cc3ccccc3)c2c1
i	0.45	CC(C)(C)OC(=O)N/N=C/c1ccc(C(=O)O)cc1
i	2	O=c1oc(-c2ccccc2[N+](=O)[O-])nc2ccccc12
i	-1.4	O=C1C(c2cc(=O)c3ccccc3[nH]2)=C(O)c2ccccc21

Retrieved one by one from above:
KCNQ2 inh	Kir21 inh	SMILES
i	-2.9	O=C1CN(C(=O)COc2ccc(F)cc2Cl)c2ccccc2N1
i	0.02	N#CCCN(C(=O)CSc1nc2nc(-c3cccs3)cc(C(F)(F)F)c2c(=O)[nH]1)c1ccccc1
i	1.1	Cc1ccc(Nc2nnns2)cc1
i	-0.06	CN(C)C(CNC(=O)CCCN1C(=O)c2cccc3cccc(c23)C1=O)c1ccccc1 (stereo unspecified)
i	-0.72	CC(=O)Cc1nsc(Nc2cccc(C)c2)n1

Continued.
KCNQ2 inh	Kir21 inh	SMILES
i	-3.4	CCn1ccc(C(=O)Oc2ccc(Cl)cc2)n1
i	0.96	FC(F)(F)COc1nc(N2CCCCC2)nc(N2CCNCC2)n1
i	-0.83	CC(C)(C)C(=O)CN1C(=O)NC2(CCOc3ccccc32)C1=O (stereo unspecified)
i	2.3	COc1c(O)ccc(/C=N/NC(=O)c2ccc3c(c2)OCCO3)c1[N+](=O)[O-]
i	-0.72	C=CCOc1ccc2ccccc2c1/C=N/O
i	0.16	O=C(Cn1cnc2ccccc21)N/N=C/c1ccccc1
i	-2.3	O=C1c2ccccc2C(=O)N1CCSC(=S)N1CCOCC1
i	0.92	CCN1CCN(C(=O)c2ccc(COc3ccc(Cl)cc3)o2)CC1
i	0.22	CCNc1nc(NCC)nc(Oc2ccc(C(=O)OC)cc2)n1
i	-0.2	O=C(Nc1ccccc1)C1=C[C@@H](c2ccc(Br)cc2)C[C@@H](OCc2ccc(CO)cc2)O1
i	0.76	O=C(OCc1cc(=O)oc2cc(O)ccc12)c1cc(S(=O)(=O)N2CCOCC2)ccc1F
i	1.2	C/C(=N\NS(=O)(=O)c1ccc(Br)cc1)c1ccc2c(c1)OCO2
i	0.95	CCCCOc1ccc(C(=O)NCC(=O)NCC2CCCO2)cc1 (stereo unspecified)
i	0.06	O=S1(=O)C=C(SCCN2CCCCC2)c2ccccc21
i	2	COc1ccc(/C=C2\Oc3cc(OC(=O)N4CCOCC4)ccc3C2=O)cc1
i	0.06	COc1ccc(Oc2nc(-c3ccccn3)ncc2OC)cc1
i	-0.55	C/C(=N/NS(=O)(=O)c1ccc(C)c(C)c1)c1c[nH]c2ccccc12
i	-0.42	CSc1ccccc1NC(=O)c1ccccn1
i	1.7	O=C(Nc1ccc2sc3ccccc3c(=O)c2c1)c1ccccc1Cl
i	-1.2	CC(C)Oc1ccc(C(CC(=O)NCCCN(C)C)c2ccc(F)cc2)cc1 (stereo unspecified)
i	0.03	Cc1ccccc1C(=O)Nc1ccnn1C1CCN(CC2CC=CCC2)CC1 (stereo unspecified)
i	0.43	COc1ccc(NC(=O)Nc2ccccc2F)c([N+](=O)[O-])c1
i	-0.19	O=c1ccc2ccccc2n1Cc1cccc(F)c1
i	-1.9	CN(c1ccc(C(=O)N2CCN(Cc3ccccc3)CC2)cc1)S(=O)(=O)c1ccccc1
i	0.77	COc1ccc(-c2cc(C(=O)NCCCN3CCCC3=O)c3ccccc3n2)cc1

Exported as labelled records: four of the compounds above
> CCCCN1/C(=C/c2cccc[n+]2C)Sc2cc(NC(C)=O)ccc21
  KCNQ2 inh: i | Kir21 inh: 0.11
> Cn1c(CC(=O)Nc2ccccc2F)nnc1SCC(=O)Nc1nccs1
  KCNQ2 inh: i | Kir21 inh: -1
> CCOP(=O)(OCC)C(Nc1cc(Cl)cc(Cl)c1)c1cccc(O)c1 (stereo unspecified)
  KCNQ2 inh: i | Kir21 inh: 1.3
> CSc1nc2ccccc2s1
  KCNQ2 inh: i | Kir21 inh: 0.86

More results follow:
KCNQ2 inh	Kir21 inh	SMILES
i	0.29	CC1=C(C(=O)NCc2ccccc2)C(c2ccc(C)o2)n2ncnc2N1 (stereo unspecified)
i	0.84	CCOC(=O)C(CC(=O)O)NCc1ccco1 (stereo unspecified)
i	0.55	O=C(NC(=S)N1CCN(c2ccc(F)cc2)CC1)c1cccs1
i	0.89	COc1ccccc1C(=O)NNC(=O)c1cccc(O)c1
i	2.7	Cn1ccc(-c2ccccc2)c(C#N)c1=O
i	-0.91	N#C/C(=C(/O)CN1CCCCC1)c1nc(-c2ccc(Cl)cc2)cs1
i	-0.8	CCC(=O)N(Cc1cc(=O)[nH]c2ccccc12)c1ccc(OC)cc1
i	0.06	CCCOc1ccc(C(=O)Nc2ccccc2[N+](=O)[O-])cc1
i	0.23	COc1ccc(S(=O)(=O)NC(C)C(=O)NC2CC2)cc1C (stereo unspecified)
i	1.4	CCC(=O)N1CCN(c2ccnc3cc(Cl)ccc23)CC1
i	-0.03	NC(=O)Cc1nc(-c2ccccc2)cs1
i	-0.05	Cc1nc2ccc(NC(=O)c3cccc(S(=O)(=O)N4CC(C)OC(C)C4)c3)cc2s1 (stereo unspecified)
i	0.01	CCOc1cc2[nH]c(=S)n(CCN3CCCCC3C)c(=O)c2cc1OCC (stereo unspecified)
i	1.3	Cc1cc(-c2ccc(C(=O)O)s2)cnc1N
i	-2.5	Cc1cccc(NC(=O)C(=O)NCC2CCCO2)c1 (stereo unspecified)
i	-0.35	CC(=O)c1cc(-c2nc3ccccc3n2C)n(C)c1
i	-0.33	Cc1cccc(N2C(=O)CN(Cc3cccs3)C2=S)c1
i	1.2	O=C(NCCCNC(=O)C(F)(F)C(F)F)C(F)(F)C(F)F
i	-0.01	CCOC(=O)c1sc(NC(=O)CN(CC(C)C)CC(C)C)c(C(=O)OCC)c1C
i	-0.17	O=C1C2CC=C(Cl)CC2C(=O)N1CC1Cc2ccccc2CO1 (stereo unspecified)
i	1.1	COC(=O)c1sc(NC(=O)c2cc(C)on2)nc1C
i	-0.29	O=C1NN=C(c2ccc(Cl)cc2)CC1c1c[nH]c2ccccc12 (stereo unspecified)
i	2.2	Oc1ccc(C=NCC2COc3ccccc3O2)cc1 (stereo unspecified)

Outcome played no part in choosing rows (roughly 1.9% active in at least one column).
